PERK inh: block of dimerizer-induced PERK translation repression, primary screen, PERK inhibitor project, CHO PERK-DD cells, SEAP luminescence, HTS; AID 1416, 2008; hit rate 0.17% among 220,000; inhibition, % at 5.6 µM; CHO PERK-DD fusion, SEAP luminescence translation reporter;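 active means inhibition above the mean inhibition of all tested compounds plus 3 SD, set separately per screening campaign, cut at about 2.9% in these data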;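 further: PERK kinase domain activated by AP20187 dimerizer at 100 nM; 0% = DMSO with dimerizer and 100% = rapamycin at 8.4 µM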
Ba/F3 V617F tox: reduced viability of JAK2V617F-dependent Ba/F3 cells, primary screen, JAK2V617F inhibitor project, cell-based, Ba/F3 EpoR-JAK2V617F, luminescence | hit rate 1.1% among 220,000 | AID 1446, 2008 | inhibition, % at 5.6 µM | ATP luminescence;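 active means inhibition above the campaign mean plus 3 SD over all tested compounds, cut at about 24% in these data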;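 further: cytokine-independent growth of Ba/F3 cells driven by EpoR plus mutant JAK2; 0% = DMSO-treated cells and 100% = JAK inhibitor I control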
S1P4 antag: S1P4 receptor antagonists, primary screen, cell-based; inhibition, % at 4.98 µM; S1P4-expressing cells, antagonist mode, reporter read-out; AID 1510, 2009; hit rate 0.26% among 220,000; in the data active means inhibition above about 29%;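 further: 0% = wells stimulated with agonist and 100% = vehicle wells without agonist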
Target sequence (O95977 whole entry, looked up): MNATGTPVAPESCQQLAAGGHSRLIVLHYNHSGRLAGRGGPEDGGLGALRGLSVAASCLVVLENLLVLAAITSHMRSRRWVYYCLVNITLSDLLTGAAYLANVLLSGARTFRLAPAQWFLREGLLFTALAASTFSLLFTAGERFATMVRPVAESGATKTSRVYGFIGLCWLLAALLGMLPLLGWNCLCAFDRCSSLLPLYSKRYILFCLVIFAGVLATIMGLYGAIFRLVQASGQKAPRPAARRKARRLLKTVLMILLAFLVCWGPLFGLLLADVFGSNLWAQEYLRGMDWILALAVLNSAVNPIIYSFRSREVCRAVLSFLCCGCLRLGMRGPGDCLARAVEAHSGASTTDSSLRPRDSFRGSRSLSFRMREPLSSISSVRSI
Mdm2 ligase inh: MDM2-luciferase reporter signal enhancers, primary screen, MDM2 E3 ligase inhibitor project, cell-based, luminescence, 1536-well; hit rate 0.11% among 210,000; E3 ubiquitin-protein ligase Mdm2 (Homo sapiens), Q00987; cell-based MDM2 ubiquitination luciferase reporter, 2 h; 0 = plate control, 100 = twice control, blank-subtracted; AID 1230, 2008; signal enhancement, % at 5 µM;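 active means signal enhancement of 30% or more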;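 further: luminescence tracks abundance of the self-degrading MDM2-luciferase fusion protein; higher signal means inhibition of MDM2 E3 ligase activity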
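Test system: stable mammalian line carrying autodegrading MDM2–luciferase fusion reporter; quantity: 2000 cells in each well; times: 4 h cell settling then 2 h compound exposure, 37 °C; detection: luminescence with SteadyLite reagent, 15 min at room temperature; evaluation: percent signal gain over controls, blank-subtracted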
BaF3 parental: parental Ba/F3 cell viability inhibition, counter-screen for JAK2V617F inhibitor project, murine pro-B, CellTiter-Glo luminescence; CellTiter-Glo ATP luminescence; hit rate 1.1% among 220,000; inhibition, % at 5.6 µM;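 active means inhibition above a per-campaign cutoff, the mean inhibition of all tested compounds plus 3 SD, cut at about 27% in these data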;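 further: 0% = DMSO wells and 100% = JAK Inhibitor I control wells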
Wee1 degr inh: Wee1 degradation inhibitors, primary screen, cell-based, HeLa, Wee1K328M-luciferase, luminescence | Wee1-like protein kinase (Homo sapiens), P30291 | HeLa Luc-Wee1K328M stability; 100% = proteasome inhibitor MG132 effect | reporter increase, % at 5 µM | hit rate 1.2% among 220,000;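 active means activation above the mean of all tested compounds plus 3 SD, set per screening run, cut at about 8.8% in these data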;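 further: cells exposed to compound for 20 h before luminescence read; 0% = DMSO alone and 100% = MG132 at 30 µM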
S1P4 agonist: S1P4 receptor agonists, primary screen, cell-based; Sphingosine 1-phosphate receptor 4 (Homo sapiens), O95977; S1P4-expressing cell line, agonist reporter assay; activation, % at 4.98 µM; hit rate 0.35% among 220,000; in the data active means activation above about 11%;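 further: 0% = DMSO vehicle and 100% = reference agonist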
NPY2 pot ag: NPY-Y2 potentiators or agonists, primary screen, cell-based; cells expressing NPY-Y2, potentiator/agonist read-out; Neuropeptide Y receptor type 2 (Homo sapiens), P49146; activation, % at 3.6 µM; hit rate 0.45% among 220,000; in the data active means activation above about 27%;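 further: cells stimulated with NPY near EC25 plus isoproterenol at EC100; 0% = vehicle plus submaximal agonist and 100% = vehicle plus saturating agonist; some results beyond the cut were filed as inactive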
Target sequence (P49146 whole entry, looked up): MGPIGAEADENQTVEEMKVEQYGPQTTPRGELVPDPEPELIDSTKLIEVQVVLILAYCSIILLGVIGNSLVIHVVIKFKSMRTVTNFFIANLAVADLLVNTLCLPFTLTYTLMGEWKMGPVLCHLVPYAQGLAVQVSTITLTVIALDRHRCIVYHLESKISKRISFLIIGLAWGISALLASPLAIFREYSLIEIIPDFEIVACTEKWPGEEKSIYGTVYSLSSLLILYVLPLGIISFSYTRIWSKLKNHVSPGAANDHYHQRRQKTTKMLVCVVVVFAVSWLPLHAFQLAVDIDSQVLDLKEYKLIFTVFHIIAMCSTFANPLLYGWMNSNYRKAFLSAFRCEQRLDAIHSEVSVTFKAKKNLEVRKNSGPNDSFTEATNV
eIF4E 4G PPI: eIF4E–eIF4G protein interaction inhibitors, primary screen, biochemical, uHTS, TR-FRET, eIF4GI fragment; inhibition, % at 21.7 µM; hit rate 0.37% among 220,000; Eukaryotic translation initiation factor 4E (Mus musculus) + Eukaryotic translation …; TR-FRET eIF4E-eIF4GI(517-606) binding, 2 h;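 active means inhibition above about 30%, limit read from the data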;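 further: 0% = full FRET control wells and 100% = background wells lacking eIF4GI fragment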
Numbers without * were called inactive; [ ] = another dose, or the depositor's remark.

CC(C)(C)NC(=O)CN(C(=O)c1csnn1)c1ccccc1-c1ccccc1 was read as PERK inh 0.2, Ba/F3 V617F tox -1.1, S1P4 antag 3.8, Mdm2 ligase inh 2.6, BaF3 parental 7.0, Wee1 degr inh 10.2*, S1P4 agonist 2.2, NPY2 pot ag -4.3 and eIF4E 4G PPI 6.4.
Screening O=C(N/N=C/c1cc2c(cc1Cl)OCO2)c1ccccn1 returned PERK inh 0.6, Ba/F3 V617F tox -1.2, S1P4 antag -8.9, BaF3 parental 5.5, Wee1 degr inh 1.8, S1P4 agonist -0.4 and NPY2 pot ag 3.6.
O=C(O)Cc1ccc(NC(=O)C(c2ccccc2)c2ccccc2)cc1 was read as PERK inh 1.8, Ba/F3 V617F tox -3.9, S1P4 antag -4.7, Mdm2 ligase inh 0.8, BaF3 parental 4.5, Wee1 degr inh 1.0, S1P4 agonist 4.4, NPY2 pot ag 16.8 and eIF4E 4G PPI 1.2.
For COc1ccc(Nc2ncc(C(=O)N3CCN(c4ccc(F)cc4)CC3)c3ccccc23)cc1 the results were PERK inh -0.5, Ba/F3 V617F tox -2.3, S1P4 antag 7.0, Mdm2 ligase inh -18.5, BaF3 parental 0.3, Wee1 degr inh 2.2, S1P4 agonist 1.5, NPY2 pot ag 3.1 and eIF4E 4G PPI 1.7.
C=CCn1c(=O)c2ccccc2n2c(SC(C)C(=O)Nc3nc(-c4ccccc4)cs3)nnc12 (centres undefined) was read as PERK inh -0.4, Ba/F3 V617F tox 0.6, S1P4 antag -8.1, Mdm2 ligase inh -13.3, BaF3 parental 8.5, Wee1 degr inh -1.0, S1P4 agonist -1.5, NPY2 pot ag -5.7 and eIF4E 4G PPI 2.6.
For Cc1ccc(NC(=O)Cn2c(=O)n(CCC(=O)NC3CCN(Cc4ccccc4)CC3)c(=O)c3ccccc32)cc1 the results were PERK inh 2.4, Ba/F3 V617F tox -1.1, S1P4 antag 11.9, Mdm2 ligase inh -3.7, BaF3 parental 1.6, Wee1 degr inh 1.5, S1P4 agonist 0.0, NPY2 pot ag -5.4 and eIF4E 4G PPI 5.6.
For NC(=O)c1c(NC(=O)CN2C(=O)CCC2=O)sc2c1CCCCC2 the results were PERK inh 0.4, Ba/F3 V617F tox -3.1, S1P4 antag -11.9, Mdm2 ligase inh -15.8, BaF3 parental 2.2, Wee1 degr inh -0.8, S1P4 agonist 0.8, NPY2 pot ag 5.4 and eIF4E 4G PPI -1.7.
Screening COc1ccccc1/C=C(\NC(=O)c1ccc(OC)c(OC)c1)C(=O)Nc1ccc([N+](=O)[O-])cc1 returned PERK inh 0.1, Ba/F3 V617F tox 0.1, S1P4 antag -14.3, Mdm2 ligase inh -2.6, BaF3 parental 7.3, Wee1 degr inh -0.1, S1P4 agonist 1.4, NPY2 pot ag 5.1 and eIF4E 4G PPI 7.1.
For Cc1ccc(NC(=O)NNC(=O)c2cccs2)cc1 the results were PERK inh 1.2, Ba/F3 V617F tox -1.6, S1P4 antag -11.9, Mdm2 ligase inh -3.0, BaF3 parental 7.2, Wee1 degr inh -2.1, S1P4 agonist 1.0, NPY2 pot ag 2.2 and eIF4E 4G PPI -1.9.
Screening Cc1cc(-c2ccccc2)nc(N2CCC(C(=O)NCC3CCCCC3)CC2)n1 returned PERK inh 1.0, Ba/F3 V617F tox 3.9, S1P4 antag -16.2, BaF3 parental 2.1, Wee1 degr inh -1.1, S1P4 agonist 0.7 and NPY2 pot ag -10.2.
CSc1ccccc1NC(=O)c1cccnc1 was read as PERK inh -0.3, Ba/F3 V617F tox -4.6, S1P4 antag 0.5, Mdm2 ligase inh -1.3, BaF3 parental 1.8, Wee1 degr inh 2.6, S1P4 agonist -0.3, NPY2 pot ag 4.6 and eIF4E 4G PPI -0.9.
`CCn1c(SCC(=O)Nc2nnc(C)s2)nc2c(c1=O)SC(C)C2` (centres undefined) gave PERK inh -0.4, Ba/F3 V617F tox -1.5, S1P4 antag 1.9, Mdm2 ligase inh -5.0, BaF3 parental 4.3, Wee1 degr inh 1.8, S1P4 agonist -0.9, NPY2 pot ag 13.4 and eIF4E 4G PPI 1.2.
For Fc1ccccc1C1c2cccn2CCN1C(=S)Nc1cccc(Br)c1 (centres undefined) the results were PERK inh 0.1, Ba/F3 V617F tox -2.9, S1P4 antag 12.9, Mdm2 ligase inh -11.7, BaF3 parental 4.7, Wee1 degr inh -1.5, S1P4 agonist -0.3, NPY2 pot ag -2.0 and eIF4E 4G PPI -5.4.
For O=C(CCc1ccc(S(=O)(=O)NCc2ccccc2)cc1)NCC1CCCO1 (centres undefined) the results were PERK inh 0.2, Ba/F3 V617F tox -2.9, S1P4 antag -8.8, Mdm2 ligase inh -2.6, BaF3 parental 7.0, Wee1 degr inh 1.1, S1P4 agonist 0.6, NPY2 pot ag 7.6 and eIF4E 4G PPI 16.1.
For CC(=O)Nc1ccc(S(=O)(=O)NC(C)C(=O)NCCc2ccc(F)cc2)cc1 (centres undefined) the results were PERK inh 0.9, Ba/F3 V617F tox 4.8, S1P4 antag -13.9, Mdm2 ligase inh -33.4, BaF3 parental 6.2, Wee1 degr inh 0.3, S1P4 agonist 0.4, NPY2 pot ag -3.7 and eIF4E 4G PPI 5.4.
Screening CC(C)(C)NC(=O)C(c1ccc(OCC(N)=O)cc1)N(C(=O)c1cccnc1)C1CC1 (centres undefined) returned PERK inh -0.5, Ba/F3 V617F tox -2.2, S1P4 antag -2.9, Mdm2 ligase inh -10.7, BaF3 parental -0.7, Wee1 degr inh -0.2, S1P4 agonist -0.8, NPY2 pot ag 3.3 and eIF4E 4G PPI -5.0.
`CC(C)=C1SC(N2CCCCC2)=NC1=O` gave PERK inh 0.8, Ba/F3 V617F tox 3.6, S1P4 antag -18.1, Mdm2 ligase inh -10.8, BaF3 parental 7.2, Wee1 degr inh -1.4, S1P4 agonist 1.4, NPY2 pot ag -1.5 and eIF4E 4G PPI -2.9[fluorescence artefact?].
Screening COc1ccc(CCNC(=O)CSc2nn(-c3ccccc3)c(=S)s2)cc1 returned PERK inh 0.7, Ba/F3 V617F tox -1.3, S1P4 antag -6.3, BaF3 parental -2.6, Wee1 degr inh 5.9, S1P4 agonist 1.7, NPY2 pot ag -27.5 and eIF4E 4G PPI -15.0.
CC(=O)c1cccc(NC(=O)COC(=O)c2cccs2)c1 was read as PERK inh 0.4, Ba/F3 V617F tox 2.5, S1P4 antag -7.5, Mdm2 ligase inh -7.8, BaF3 parental 9.1, Wee1 degr inh -2.0, S1P4 agonist 1.2, NPY2 pot ag -11.9 and eIF4E 4G PPI -7.8.
For Cc1[nH]c2ccccc2c1C(O)CN1CCC2(CC1)OCCO2 (centres undefined) the results were PERK inh -1.0, Ba/F3 V617F tox -2.2, S1P4 antag 5.0, Mdm2 ligase inh -5.6, BaF3 parental -2.1, Wee1 degr inh -1.3, S1P4 agonist 1.2, NPY2 pot ag -19.8 and eIF4E 4G PPI 1.7.
COc1cc(OC)c(NS(=O)(=O)c2coc(C(N)=O)c2)cc1Cl was read as PERK inh 0.5, Ba/F3 V617F tox -3.2, S1P4 antag -4.9, Mdm2 ligase inh -8.0, BaF3 parental 1.4, Wee1 degr inh -3.0, S1P4 agonist -3.1, NPY2 pot ag -3.5 and eIF4E 4G PPI -3.1.
For Cc1ccc(-n2c(C)cc(C(=O)COC(=O)c3c(C)noc3C)c2C)cc1 the results were PERK inh -1.9, Ba/F3 V617F tox -3.6, S1P4 antag -24.2, Mdm2 ligase inh -14.8, BaF3 parental 2.4, Wee1 degr inh -1.0, S1P4 agonist 2.9, NPY2 pot ag -9.5 and eIF4E 4G PPI -6.8.
COc1ccc(/C(O)=C2/C(=O)C(=O)N(CCN(C)C)C2c2ccccn2)cc1OC (centres undefined) was read as PERK inh -0.4, Ba/F3 V617F tox -1.0, S1P4 antag 12.1, Mdm2 ligase inh -11.7, BaF3 parental 4.8, Wee1 degr inh 2.2, S1P4 agonist -0.9, NPY2 pot ag -6.8 and eIF4E 4G PPI -2.3.
Cc1ccc(NC(=O)C[n+]2cc(-c3ccccc3)n3c2CCC3)c(C)c1 was read as PERK inh 0.0, Ba/F3 V617F tox -6.5, S1P4 antag 10.8, Mdm2 ligase inh 0.1, BaF3 parental -0.4, Wee1 degr inh -2.4, S1P4 agonist 0.7, NPY2 pot ag -6.9 and eIF4E 4G PPI 1.2.

An excerpt from the list above, as a working copy:
For Cc1ccc(-n2c(C)cc(C(=O)COC(=O)c3c(C)noc3C)c2C)cc1 the results were PERK inh -1.9, Ba/F3 V617F tox -3.6, S1P4 antag -24.2, Mdm2 ligase inh -14.8, BaF3 parental 2.4, Wee1 degr inh -1.0, S1P4 agonist 2.9, NPY2 pot ag -9.5 and eIF4E 4G PPI -6.8.
COc1ccc(/C(O)=C2/C(=O)C(=O)N(CCN(C)C)C2c2ccccn2)cc1OC (centres undefined) was read as PERK inh -0.4, Ba/F3 V617F tox -1.0, S1P4 antag 12.1, Mdm2 ligase inh -11.7, BaF3 parental 4.8, Wee1 degr inh 2.2, S1P4 agonist -0.9, NPY2 pot ag -6.8 and eIF4E 4G PPI -2.3.
Cc1ccc(NC(=O)C[n+]2cc(-c3ccccc3)n3c2CCC3)c(C)c1 was read as PERK inh 0.0, Ba/F3 V617F tox -6.5, S1P4 antag 10.8, Mdm2 ligase inh 0.1, BaF3 parental -0.4, Wee1 degr inh -2.4, S1P4 agonist 0.7, NPY2 pot ag -6.9 and eIF4E 4G PPI 1.2.

Other compounds.
For COc1ccc(NC(=O)CSc2nnc(-c3ccccc3)n2N)cc1 the results were PERK inh -0.1, Ba/F3 V617F tox -0.1, S1P4 antag -5.2, Mdm2 ligase inh -2.8, BaF3 parental 4.2, Wee1 degr inh -1.1, S1P4 agonist -0.2, NPY2 pot ag -1.1 and eIF4E 4G PPI 0.3.
Screening CCOC(=O)C1(CC2CCCCO2)CCN(Cc2nc(C(C)C)cs2)CC1 (centres undefined) returned PERK inh 0.4, Ba/F3 V617F tox -0.4, S1P4 antag -4.0, Mdm2 ligase inh -43.7, BaF3 parental -0.1, Wee1 degr inh 0.0, S1P4 agonist 0.7, NPY2 pot ag -10.9 and eIF4E 4G PPI 1.7.
`CN(Cc1ccccc1)c1nc2c(c(=O)[nH]c(=O)n2C)n1CCSc1nc2ccccc2[nH]1` gave PERK inh -1.0, Ba/F3 V617F tox -1.4, S1P4 antag -18.3, Mdm2 ligase inh -1.4, BaF3 parental 6.2, Wee1 degr inh -0.3, S1P4 agonist -0.7, NPY2 pot ag 6.3 and eIF4E 4G PPI 7.7.
Screening COc1cc2c(cc1OC)CN(C(=O)c1cccs1)CC2 returned PERK inh -1.2, Ba/F3 V617F tox -1.2, S1P4 antag -24.9, Mdm2 ligase inh -7.9, BaF3 parental 5.3, Wee1 degr inh -1.7, S1P4 agonist 0.7, NPY2 pot ag -5.8 and eIF4E 4G PPI 1.8.
